FAK inh – blocks human focal adhesion kinase activity | AID 727 | Q05397 | biochemical FAK kinase activity assay | inhibition, %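 (tested at 7 µM)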 | 97,000 compounds, 0.84% hits; in the data active = inhibition above about 19%;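 note: 0% = DMSO and 100% = reference compound high control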
PTK2B oligo ant – Pyk2 (human) oligomerization antagonism; Q14289; Q293 cells, Pyk2 FERM NanoBiT luminescence; active compounds read low; z-score (the deposit names both 25 µM and 10 µM); 99,000 compounds, 0.83% hits;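 active = Z-score of -3 or lower, scaled per plate to the spread of control and sample wells; inactive = z-score above -3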;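 note: negative z-score means lost luminescence so less FERM oligomerization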
ERa SRC1 inh – blocks coactivator binding to human estrogen receptor alpha | P03372 | TR-FRET ER-alpha LBD / SRC-1 peptide, estradiol-bound | inhibition, % at 25.6 µM | 86,000 compounds, 1.7% hits | AID 629; in the data active = inhibition above about 50%;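 note: 0% = receptor plus peptide control and 100% = peptide only without receptor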
TNFa cytotox – HUVEC cytotoxicity counter-screen, TNF alpha stimulated | HUVEC TNFalpha-stimulated, Hoechst cell count, imaging | cell count reduction, % at 2 µM | 93,000 compounds, 0.17% hits | AID 848;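 active = cell count reduction exceeding the screen mean by over 5 SD, scaled to untreated wells per plate, cut at about 78% in these data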;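 note: cells counted after 24 h of TNF alpha exposure following the 1 h pretreatment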
IL1B cytotox – HUVEC cytotoxicity counter-screen, IL-1B stimulated | HUVEC cell count loss, Hoechst imaging | cell count reduction, % at 2 µM | 94,000 compounds, 0.41% hits;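 active = cell count reduction more than 3 SD above the screen-wide mean, cut at about 70% in these data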;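 note: normalized per plate to untreated control cells as the no-loss baseline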
LYP act – LYP (human) phosphatase activation; recombinant LYP, DiFMUP fluorescence; 0 = plate median, 100 = signal doubled; activation, % at 2 µM; 96,000 compounds, 0.11% hits; AID 697;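 active = activation at 2 µM above a set limit, the mean plus 5 SD, cut at about 37% in these data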
Target sequence (Q9Y2R2 whole entry, looked up): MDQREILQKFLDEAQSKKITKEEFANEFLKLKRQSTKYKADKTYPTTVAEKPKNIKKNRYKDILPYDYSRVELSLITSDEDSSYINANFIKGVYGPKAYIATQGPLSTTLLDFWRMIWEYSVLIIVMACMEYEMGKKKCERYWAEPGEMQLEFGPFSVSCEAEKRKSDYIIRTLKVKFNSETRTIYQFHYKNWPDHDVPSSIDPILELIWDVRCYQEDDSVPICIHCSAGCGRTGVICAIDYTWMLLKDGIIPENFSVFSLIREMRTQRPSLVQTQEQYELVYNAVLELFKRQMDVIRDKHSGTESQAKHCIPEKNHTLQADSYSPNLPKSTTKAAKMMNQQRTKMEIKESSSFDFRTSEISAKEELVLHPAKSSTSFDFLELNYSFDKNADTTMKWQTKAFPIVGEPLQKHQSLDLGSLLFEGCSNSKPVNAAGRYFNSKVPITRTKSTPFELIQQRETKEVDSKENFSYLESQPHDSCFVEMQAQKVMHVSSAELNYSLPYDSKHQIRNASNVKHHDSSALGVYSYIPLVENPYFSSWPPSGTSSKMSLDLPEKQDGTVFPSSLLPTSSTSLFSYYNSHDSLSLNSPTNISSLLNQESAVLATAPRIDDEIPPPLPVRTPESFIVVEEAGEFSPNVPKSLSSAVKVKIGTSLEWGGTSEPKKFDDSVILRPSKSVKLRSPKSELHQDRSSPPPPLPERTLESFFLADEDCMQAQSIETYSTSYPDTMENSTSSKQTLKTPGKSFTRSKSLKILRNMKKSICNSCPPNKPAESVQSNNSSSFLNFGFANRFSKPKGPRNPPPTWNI
F-actin modifier – cytoskeleton assembly modification; AID 836; 91,000 compounds, 0.18% hits; inhibition, % at 2 µM; HUVEC TNFa F-actin phalloidin imaging, high content;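 active = inhibition above the batch mean plus 3 SD and confirmed as a hit by visual image inspection, cut at about 30% in these data, passing the limit was not always enough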; note: strong numbers were not always called active
VCAM1 TNFa inh – reduces TNF alpha induced VCAM1 expression in HUVEC; HUVEC TNFa-induced VCAM-1 immunofluorescence, high-content imaging; inhibition, % at 2 µM; AID 802; 95,000 compounds, 0.48% hits;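 active = inhibition above the batch mean plus 3 SD, with images confirmed as a hit by eye, cut at about 37% in these data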;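 note: 0% = TNF-stimulated DMSO wells and 100% = unstimulated control wells; not every result past the cut was called active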
LYP inh 2 – inhibitors of human LYP (PTPN22) phosphatase. 96,000 compounds, 0.21% hits. recombinant LYP catalytic domain, DiFMUP fluorescence. AID 640. inhibition, % at 2 µM. Q9Y2R2;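 active = inhibition at 2 µM at or above a set limit, the screen mean plus 3 SD, cut at about 24% in these data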;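 note: 0% = DMSO with enzyme and 100% = enzyme fully blocked by orthovanadate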
* = called active by the depositor; . = no result given; [ ] = remark or other dose.

SMILES	FAK inh	PTK2B oligo ant	ERa SRC1 inh	TNFa cytotox	IL1B cytotox	LYP act	F-actin modifier	VCAM1 TNFa inh	LYP inh 2
COC(=O)c1nnc(-c2ccccc2)nc1OC	3	0.27	.	-12	-12	-1	-23	14	4
CCc1nnc(NC(=O)c2ccc(S(=O)(=O)N3CCCCC3C)cc2)s1 (configuration not stated)	11	-0.62	-14	-12	-6	2	8	-15	-4
CC1CCCC(C)N1S(=O)(=O)c1ccc(S(=O)(=O)NCc2ccccc2)cc1 (configuration not stated)	3	0.11	-18	-14	-28	-2	-9	-36	1
CCOC(=O)c1sc(C)c(C(=O)NC2CCCCC2)c1N	-2	1.7	-14	-8	-1	8	-13	9	-8
CNC(=O)COC(=O)c1ccccc1Oc1ccccc1	-3	-0.18	2	8	-11	8	16	4	-5
Cc1ccc(SCc2nnc(NC(=O)c3ccccc3)s2)cc1	-4	1.1	.	-10	20	1	14	32	2
Cc1ccc(C2=NCCNC2=O)c(C)c1	3	0.46	.	6	-45	3	-14	8	-5
O=C(O)CN1C(=O)C2(OCCCO2)c2ccccc21	-2	2.4	4	5	-26	2	-8	9	-5
COc1cccc(-c2csc(NC(=O)Oc3ccccc3)n2)c1	0	-0.19	.	2	-48	0	-9	-4	2
S=C(c1ccc(-c2ccc(Cl)cc2)o1)N1CCCCC1	0	0.24	.	1	-49	-2	-12	-4	7
Cn1cccc1C(=O)C(=O)Nc1ccc(Cl)cc1	-2	0.09	.	8	-8	4	15	18	-1
CCn1c(C(=O)N2CCC(C(=O)NCCCSC3CCCCC3)CC2)cc2sccc21	-9	.	7	-23	11	1	24	11	-2
Cc1ccc(C)c(N=Nc2nc3ccccc3n2C)c1	0	-0.94	.	-7	8	-7	-5	12	11
CCCc1[nH]nc2c1C1(C(=O)N(C(C)C)c3ccccc31)C(C#N)=C(N)O2 (configuration not stated)	0	-0.02	-4	-10	-3	5	15	1	-9
CCN(CCCNC(=O)CN1C(=O)COc2ccccc21)c1cccc(C)c1	-1	-0.03	2	-14	-4	0	-2	-16	-1
O=C(NCC1CCCO1)c1sc(=S)n2c1[nH]c(=O)c1ccc(C(=O)N3CCCCC3)cc12 (configuration not stated)	-5	-2.9	-10[fluorescence artefact?]	-30	-30	-8	-1	2	6
CC(C)(C)OC(=O)N1CC(O)CC1C(=O)OCC(=O)c1ccccc1 (configuration not stated)	-1	-0.42	-10	-17	-16	-4	0	-22	3
COC(=O)c1cc2n(n1)CCN(Cc1ccc(F)cc1)C2=O	-1	-0.95	.	2	5	10	5	-10	-6
C/C(=N/NS(=O)(=O)c1ccc(F)cc1)c1ccc(NC(=O)c2ccc(C)o2)cc1	0	3.2	.	-8	9	0	-5	24	-5
CCNc1nc(N)c(C(=C(C#N)C#N)c2ccccc2)s1	13	-0.67	.	-4	-8	-1	-17	-2	6

Sorted by the number under ERa SRC1 inh (high to low): three from the list above.
Structure	ERa SRC1 inh
CCn1c(C(=O)N2CCC(C(=O)NCCCSC3CCCCC3)CC2)cc2sccc21	7
CCN(CCCNC(=O)CN1C(=O)COc2ccccc21)c1cccc(C)c1	2
CC(C)(C)OC(=O)N1CC(O)CC1C(=O)OCC(=O)c1ccccc1 (configuration not stated)	-10

Continued.
SMILES	FAK inh	PTK2B oligo ant	ERa SRC1 inh	TNFa cytotox	IL1B cytotox	LYP act	F-actin modifier	VCAM1 TNFa inh	LYP inh 2
CCCCCC(=O)Nc1nc(C)c(-c2csc(Nc3cc(OC)ccc3OC)n2)s1	1	.	.	0	-10	1	-29	1	3
Cc1[nH]n(-c2ccccc2)c(=O)c1/C=N/c1ccccn1	0	0.17	7[fluorescence artefact?]	-16	4	-10	.	-13	7
CCOC(=O)c1cnc(SCc2nc(N)nc(Nc3ccc(C)cc3)n2)nc1N	4	-1.5	5[fluorescence artefact?]	-15	-8	2	17	-9	-6
CC(C)(C)C1CCc2onc(C(=O)Nc3cccc(O)c3)c2C1 (configuration not stated)	0	-0.12	-11	-18	.	11	-1	5	-12
CCCCOC(=O)n1ccc(C(=O)Nc2ccccc2OC)n1	2	0.69	-2	13	-66	-3	12	-8	2
Cc1cc(C(C)(C)C)cc(S(=O)(=O)Nc2cccc(C(=O)O)c2)c1C	-1	-0.77	-3	5	11	-22	-1	3	19
Cc1cccc(NC(=O)C23CCC(C)(/C(=N/O)C2)C3(C)C)c1 (configuration not stated)	-3	0.38	0	-15	15	0	-15	8	0
Cc1ccccc1C(=O)c1cccn1CC(=O)NCC1CCCO1 (configuration not stated)	-2	-0.15	7	0	-29	1	-2	-11	-3
CCN(CC)C(=O)C1=C(C)Nc2nnnn2C1c1cccnc1 (configuration not stated)	0	0.97	-35[fluorescence artefact?]	-20	6	-4	0	6	3
CCC1Oc2ccc(C)cc2N(CC(=O)N(Cc2ccc(C)o2)C2CCCC2)C1=O (configuration not stated)	4	-0.86	-3	0	-39	-9	-2	-1	4
Cn1nc(OC(=O)Nc2ccc(F)cc2)cc1C(F)(F)F	-1	1.1	-14	26	11	3	-18	10	-4
CCOc1cc(C(=O)Nc2ccc3c4c(cccc24)C(=O)N3CC)cc(OCC)c1OCC	4	-1.8	.	6	0	-5	-18	15	1
COc1ccc(NC(=O)N(Cc2ccc3c(c2)OCO3)C2CC(=O)N(c3ccc(OC)cc3)C2=O)cc1 (configuration not stated)	0	-0.88	0	-16	-13	-1	32*	-18	4
O=C(NCCC1=CCCCC1)c1ccc(=O)oc1	1	0.6	2	-11	2	-4	-10	15	2
COc1ccc(N2CCN(C(=O)c3ccc(N4C(=O)NC5CC4(C)Oc4ccccc45)cc3)CC2)cc1 (configuration not stated)	1	-0.46	-6	-13	-4	-7	72	5	5
Cc1ccc2[nH]c(=O)c(CN(Cc3cccs3)Cc3nnnn3CC3CCCO3)cc2c1 (configuration not stated)	-6	-0.14	8	-10	-31	7	-38	-4	-8
CCN(CC)C(=O)CSc1nc2ccccc2n1CC(=O)N1CCN(c2ccccc2OC)CC1	0	0.11	-3	16	1	7	-12	-4	-4
N#CN=C1CCCCCN1CC(N)=O	2	-0.12	-8	-14	-4	-4	12	0	2
O=C(CN1CCCCC1)Nc1ccc(S(=O)(=O)NC2CCCCC2)cc1	-5	0.36	-3	2	3	-13	2	1	11
CC(=O)CCc1ccc2oc(C(=O)O)c(C)c2c1	2	0.57	-1	-24	14	-3	22	39	2
Nc1nc2ccccc2n1/N=C/c1ccc(-c2ccccc2)o1	18	0.34	25	-22	-18	7	-35	-10	-10
Cc1ccc(S(=O)(=O)N2CCCCC2)cc1C(=O)Nc1ccc(N2CCOCC2)cc1	-6	1.2	-3	5	-19	4	-38	3	-1
COc1cc(/C=N/N(C)c2ccccc2)ccc1O	1	-3*	2	-3	3	-1	-6	-8	2
Cc1c(C(=O)N2CCCC2)sc(NC(=O)c2cccc(Cl)c2)c1C#N	-3	-2.1	-2	-14	7	-7	-12	-13	6
O=C(Nc1nnc(C2CCCO2)s1)c1cccs1 (configuration not stated)	0	0.91	-3[fluorescence artefact?]	-1	70*	1	2	17	-1
N#Cc1ccc(Cl)cc1NC(=O)COC(=O)c1ccc(S(=O)(=O)N2CCCC2)cc1	0	0.87	.	-20	-2	8	-10	16	-8
COc1ccccc1-c1c(C)oc2cc(OC(=O)c3ccco3)ccc2c1=O	1	-0.14	3	-6	-168	3	-3	10	-4
Cc1cccc(NC(=O)COc2ccc3oc4c(c3c2)CCCC4)n1	0	1.7	-2	-5	-12	4	-11	14	-1
COc1ccc(N(CC(=O)Nc2ccc(C)c(C)c2)S(=O)(=O)c2c(C)n[nH]c2C)cc1	-2	-3.3*	14	-12	-46	-2	-2	1	0
c1ccc(-c2cc(N3CCCCC3)nc(-c3ccccc3)n2)cc1	-2	-0.23	-9	25	-61	4	-14	12	-4
CCOC(=O)C1CCc2nc3ccccc3c(=O)n21 (configuration not stated)	0	-0.13	-2	-26	-22	4	11	-25	-4
CC(C)CCNC(=O)CCCn1c(=O)[nH]c2ccc(Br)cc2c1=O	-3	-0.32	5	-25	3	8	10	9	-11
Cc1ccc(C)c(-n2c(SCC(=O)N3CCCC3)nnc2-c2ccccn2)c1	-3	-0.59	3[fluorescence artefact?]	-10	-14	-1	15	-4	-1
O=C(Nc1ccc(Nc2ccccc2)cc1)c1ccco1	-10	0.03	17[fluorescence artefact?]	-26	-23	3	-9	2	-9
O=C(c1cccs1)N1CCc2ccccc21	13	-0.06	0	0	40	7	-5	-11	-3
O=C(Cn1cc(C(=O)c2cccs2)c2ccccc21)NCC1CCCO1 (configuration not stated)	-2	0.41	-3	-2	-11	7	8	-10	-8
O=C(NCc1ccc(F)cc1)C1CC(=O)N(CCc2ccccc2)C1 (configuration not stated)	0	-0.61	7	.	-28	9	.	.	-11
O=C(c1ccco1)N1CCN(C(=O)C2(S(=O)(=O)c3ccc(Cl)cc3)CC2)CC1	-1	0.67	24	5	-21	0	-3	-2	-2
Cn1c(SCC(=O)Nc2ccc3nc(SCC(=O)N4CCCC4)sc3c2)nnc1-c1ccc(N)cc1	31*	-0.7	.	19	-7	-13	6	1	14
CCOc1cc(C(c2c(C)[nH][nH]c2=O)c2c(C)[nH][nH]c2=O)ccc1OS(=O)(=O)c1ccccc1	2	0.54	2	-26	2	4	8	9	-2
COc1ccc(-n2c(SCC(=O)N3CCCCC3C)nnc2-c2cccnc2)cc1 (configuration not stated)	-5	-0.04	-7	.	-25	-7	12	-19	5
NC(=O)c1ccc(Br)c(S(=O)(=O)N2CCCCC2)c1	1	-0.17	6[fluorescence artefact?]	-26	-6	2	11	-22	-3
COc1cnc(-c2ccccc2)nc1Oc1cccc(C)c1C	-4	0.51	.	-10	-6	13	12	7	-10
CCOC(=O)c1ccc(-n2c(C)nc3ccccc3c2=O)cc1	1	-0.71	-7	-12	-20	-7	9	-17	7
CC(NC(=O)C1CCC1)c1ccc(Cl)cc1 (configuration not stated)	2	0.62	12	10	-9	-6	-20	-1	1
Cc1ccc(OCC(=O)c2c(O)c3ccccc3oc2=O)cc1C	-2	1.5	-2	10	18	-5	-17	-5	2
CN1CCN(Cc2nc3c(c(=O)n(C)c(=O)n3C)n2CCCc2ccccc2)CC1	-1	2	.	-1	12	1	18	1	3
CCOC(=O)C1=C(N)Oc2c(c(=O)[nH]c3ccccc23)C1c1ccccc1 (configuration not stated)	3	-0.45	-1	-2	1	4	-8	3	-2
COC(=O)c1ccccc1N/C=C1\CCc2c(c(C)nn2-c2ccccn2)C1=O	-1	-0.89	.	-1	.	-2	6	7	4
CC(=O)Nc1c(C(=O)O)oc2ccc(Cl)cc12	-5	0.48	1[fluorescence artefact?]	.	-25	0	-9	.	-1

Taken from above:
CCOC(=O)C1=C(N)Oc2c(c(=O)[nH]c3ccccc23)C1c1ccccc1 (configuration not stated) in TNFa cytotox is entered as -2
CN1CCN(Cc2nc3c(c(=O)n(C)c(=O)n3C)n2CCCc2ccccc2)CC1 in LYP act is entered as 1
CC(=O)Nc1c(C(=O)O)oc2ccc(Cl)cc12 in LYP inh 2 is entered as -1
NC(=O)c1ccc(Br)c(S(=O)(=O)N2CCCCC2)c1 in FAK inh is entered as 1
CCOC(=O)c1ccc(-n2c(C)nc3ccccc3c2=O)cc1 in LYP act is entered as -7

Further records.
SMILES	FAK inh	PTK2B oligo ant	ERa SRC1 inh	TNFa cytotox	IL1B cytotox	LYP act	F-actin modifier	VCAM1 TNFa inh	LYP inh 2
COc1cccc(-c2cn3nc4c(nc3n2)CCCC4)c1	27*	-0.47	3	7	36	-5	-22	-17	3
O=C(COc1ccc(/C=N/NS(=O)(=O)c2ccccc2)cc1)NCc1ccccc1	-4	1.2	.	.	-10	4	3	-38	0
COc1cc2ccccc2cc1C(=O)Nc1cccnc1	4	-0.85	-25[fluorescence artefact?]	-4	-5	-1	-8	15	-1
COC(=O)CSc1nc(C)c(Oc2ccccc2)c(=O)[nH]1	-3	1.1	3	0	-6	10	13	15	-12
CCCCOc1ccc(-c2ncc(Cl)cn2)cc1	7	0.73	7[fluorescence artefact?]	13	-11	-4	36	18	7

Rows are unselected; about 3.8% have a hit in one of these screens.
